TDP43 rescue: rescues yeast growth from TDP-43 toxicity. TDP-43 expressing yeast growth rescue, BacTiter-Glo, 24 h. Potency, µM (titrated, usually from 46.1 µM), for inactives: top-dose growth rescue (activation), actives largely listed as activators. hit rate 1.8% among 410,000. AID 652104; further: potency means the concentration at half of the fitted maximal effect; % of control where 0% means no effect; nearly all actives have a fitted effect of over 50% in size
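Cell-based yeast growth screen: TDP-43 expression induced in galactose, inoculum OD600=0.02 after raffinose pregrowth to mid-log. Read-out BacTiter-Glo luminescence at 24 hr, 30 deg C; inhibition of toxicity seen as signal increase.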
Abeta yeast res: restores growth of yeast expressing A-beta42 peptide | yeast expressing A-beta42, growth rescue, OD600, 48 h; response scale: 0% DMSO, 100% iron-clioquinol control | Potency, µM (titrated, usually from 46.1 µM), inactives show at the highest dose growth rescue, actives largely listed as activators | hit rate 0.063% among 410,000; further: potency means the concentration at half of the fitted maximal effect; nearly all actives have a fitted effect of over 55% in size
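Yeast growth medium received pinned compounds, then yeast cells expressing toxic A-beta were added; plates incubated at 30 C for 48 hr. Growth read as absorbance at 600 nm, normalized to DMSO and equimolar FeCl3 plus clioquinol controls.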
aSyn rescue: inhibitors of alpha-synuclein toxicity in yeast | hit rate 0.14% among 370,000 | Potency, µM (highest dose often 46.1 µM), without a hit: top-dose growth rescue (activation), usual class: activators | Yeast expressing alpha-synuclein, growth rescue, BacTiter-Glo, 24 h; further: potency means the concentration at half of the fitted maximal effect; % of control where 0% means no effect; nearly all actives have a fitted effect of over 65% in size
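Readout is rescue of growth in alpha-synuclein-expressing yeast, so inhibitors of toxicity appear as activators. Growth after 24 hr at 30 deg C in galactose medium is quantified by luminescence.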
Mm-Cpn inhibitor: M. maripaludis TRiC chaperonin inhibition; purified Mm-Cpn ATPase, ADP Transcreener TR-FRET; Potency, µM (series often up to 76.9 µM), for the others: top-dose activity, negative = inhibition, hits mostly inhibitors; hit rate 0.031% among 330,000; further: potency means the concentration at half of the fitted maximal effect; on the % scale 0 is the no-effect control and ±100 the full control effect; nearly all actives have a fitted effect of over 80% in size
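ATPase read-out: TR-FRET ADP immunoassay (anti-ADP Eu cryptate vs ADP-d2), ex 320 nm, em 590/665 nm; signal drops as ADP forms. Enzyme 25 nM, ATP 10 uM, 30 min at 37°C after 10 min compound preincubation.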
PTHR1 agonist: agonists of human PTHR1 parathyroid hormone receptor. hit rate 0.075% among 410,000. Q03431. HEK293 GP2 PTHR1 cells, GloSensor cAMP luminescence, 1 h. Potency, µM (titrated, usually from 115 µM), without a hit: at the highest dose activation, actives largely listed as activators; further: potency means the concentration at half of the fitted maximal effect; nearly all actives have a fitted effect of over 55% in size; some results filed as inactive show a strong effect at the top dose; inactives centre near -15; many of its hits are not listed in these tables
Target sequence (Q03431 whole entry, looked up): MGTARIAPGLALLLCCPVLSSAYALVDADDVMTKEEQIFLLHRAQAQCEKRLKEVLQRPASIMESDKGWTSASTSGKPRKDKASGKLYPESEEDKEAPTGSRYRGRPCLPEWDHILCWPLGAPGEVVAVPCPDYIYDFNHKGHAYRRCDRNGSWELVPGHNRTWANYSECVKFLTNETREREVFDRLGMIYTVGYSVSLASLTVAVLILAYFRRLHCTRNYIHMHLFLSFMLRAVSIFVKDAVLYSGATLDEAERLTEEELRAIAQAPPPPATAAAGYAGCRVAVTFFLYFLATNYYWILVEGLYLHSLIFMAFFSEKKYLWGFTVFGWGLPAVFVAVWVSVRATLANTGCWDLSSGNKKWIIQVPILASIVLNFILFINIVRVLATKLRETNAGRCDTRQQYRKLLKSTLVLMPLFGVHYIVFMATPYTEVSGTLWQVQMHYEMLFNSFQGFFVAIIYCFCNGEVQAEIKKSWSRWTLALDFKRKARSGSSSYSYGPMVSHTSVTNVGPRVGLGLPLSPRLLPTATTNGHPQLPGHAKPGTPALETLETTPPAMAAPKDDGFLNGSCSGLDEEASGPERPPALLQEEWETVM
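HEK-293-derived GP2 cells expressing PTHR1 and a GloSensor cAMP reporter, 3,000/well, plated overnight, given luciferin plus IBMX (each 0.5 mM as added) for 1 h at 37 °C, then compound for 1 h at 37 °C. Luminescence was read after 15 min at room temperature.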
HEK293 tox: cytotoxicity counter-screen for GLP-1 receptor inverse agonists; HEK293 cAMP-luciferase reporter cells, luminescence, 24 h; Potency, µM (highest dose often 38.3 µM), inactives show at the highest dose activity change, negative = inhibition, most hits filed as inhibitors; hit rate 0.13% among 410,000; AID 624418;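 further: loss of luciferase light is scored as toxicity; potency means the concentration at half of the fitted maximal effect; on the % scale 0 is the no-effect control and ±100 the full control effect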
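Luminescence readout: signal drop marks cytotoxicity. Plated cells grew 12 h at 37 °C, 5% CO2, received 23 nL compound for 24 h, then got luciferase reagent, read after 12 min at RT.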
GLP1R inv ag: GLP-1 receptor (human) inverse agonism; P43220; HEK293 GLP-1R CRE-luciferase, luminescence, 24 h; GLP-1R form is constitutively active; Potency, µM (top dose mostly 38.3 µM), inactives show at the highest dose activity change, negative = inhibition, most hits filed as inhibitors; hit rate 1.6% among 410,000; further: potency means the concentration at half of the fitted maximal effect; on the % scale 0 is the no-effect control and ±100 the full control effect; nearly all actives have a fitted effect of over 55% in size
Target sequence (P43220 whole entry, looked up): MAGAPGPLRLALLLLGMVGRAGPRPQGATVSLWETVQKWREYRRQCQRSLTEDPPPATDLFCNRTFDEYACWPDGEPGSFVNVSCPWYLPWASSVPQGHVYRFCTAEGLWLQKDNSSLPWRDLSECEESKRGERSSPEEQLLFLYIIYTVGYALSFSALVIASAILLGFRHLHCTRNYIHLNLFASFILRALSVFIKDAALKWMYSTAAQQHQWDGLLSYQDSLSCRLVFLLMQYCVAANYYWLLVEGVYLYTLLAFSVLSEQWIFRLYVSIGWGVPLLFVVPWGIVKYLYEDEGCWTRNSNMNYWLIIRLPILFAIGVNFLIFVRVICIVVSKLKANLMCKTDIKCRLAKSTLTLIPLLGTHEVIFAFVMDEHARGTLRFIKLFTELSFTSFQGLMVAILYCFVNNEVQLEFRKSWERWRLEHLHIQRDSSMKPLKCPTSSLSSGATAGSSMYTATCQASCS
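Stable HEK293 clone (constitutively active GLP-1R + cAMP-response luciferase); 200 cells/uL plated, 12 h pre-culture, compound 24 hr, 37 deg C/5% CO2; detection reagent 12 min RT; luminescence.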
pAkt inh: Akt phosphorylation inhibition | AID 651550 | activity change, % for hits at 50 µM | hit rate 0.32% among 360,000 | Neuro2A IGF-stimulated pAkt S473 HTRF, 20 min; stronger effect = lower value; in the data active means activity change below about -80%; inconclusive means mostly about -51% to -80%; further: on the % scale 0 is the no-effect control and ±100 the full control effect
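Neuro2A cells in DMEM with 0.5% FBS, overnight at 37 deg C, given compound at single 50 µM final, then IGF (6 nM final) for 20 min at 37 deg C. Lysed; phospho-Akt Ser473 by HTRF after 24 h, 665/615 ratio.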
FUS yeast rescue: rescues growth of FUS-expressing yeast. AID 1347120. hit rate 0.24% among 390,000. Potency, µM (titrated, usually from 76.6 µM), for the others: at the top dose growth rescue (activation), hits mostly activators. S. cerevisiae FUS-expressing, growth rescue, OD600, 24 h;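 further: potency means the concentration at half of the fitted maximal effect; plate controls were DMSO vehicle for no effect and reference control for full effect; nearly all actives have a fitted effect of over 55% in size; some results filed as inactive show a strong effect at the top dose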
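Galactose (2%) drives FUS expression in yeast precultured in raffinose; seeding density OD 0.005. Test compounds incubated 24hr at 30C and 99% humidity before absorbance at 600 nm was measured.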
Starred values were filed as active, the others as inactive; i = inactive; ? = inconclusive; / = no result given; & = joins results of further samples; [ ] = another dose, or the depositor's remark. Unless noted, the call rests on the fitted dose curve; in most records, active means well fitted curve in the direction sought with a large enough effect; inconclusive means small, poorly fitted or top-dose-only effect, or another doubt; inactive means no such curve, though single readings can be large; an effect the other way counts as inactive or inconclusive. A portion of the library; the hit share may differ from the screen's.

SMILES	TDP43 rescue	Abeta yeast res	aSyn rescue	Mm-Cpn inhibitor	PTHR1 agonist	HEK293 tox	GLP1R inv ag	pAkt inh	FUS yeast rescue
Cc1ccccc1CNC(=O)c1ccccc1NC(=O)c1nsc2ccccc12	-8%	-8%	/	/	?	9%	6%	/	1%
COCC(C)N=C1SCCN1Cc1ccccc1 (configuration not stated)	-9%	-1%	-8%	2%	i	-4%	-10%	i	9%
C=CCN1C(=O)c2ccc(C(=O)NCCOc3ccccc3F)cc2C1=O	29%	14%	0%	-1%	i	14%	11%	i	0%
O=C(CCc1ccccc1)NNC(=S)NCCc1ccccc1	12%	14%	-13%	0%	-12%	-5%	-17%	i	13%
Cn1nc(NC(=O)C(C)(C)C)c2c(F)cccc21	-7%[1.82 µM]	-1%	0%	-1%	i	0%	7%	i	-2%
C[C@H](C(=O)CC(=O)OC(C)(C)C)[C@H](O)c1ccc(C(F)(F)F)cc1	26%	0%	0%	3%	-16%	-13%	-24%	i	7%
COc1cc(C2C3=C(CC(C)(C)CC3=O)NC3=C2C(=O)c2ccccc23)ccc1O (configuration not stated)	4%	-2%	-1%	-3%	-3%	?	104%[activator]	i	-3%
Cc1ccc(S(=O)(=O)N2CCN(c3ncnc4scc(-c5ccc(F)cc5)c34)CC2)cc1	-27%	3%	0%	?	i	7%	1%	i	23%
O=C(Nc1sc2c(c1C(=O)O)CCCC2)c1ccc(Cl)cc1	/	-17%	-4%	0%	-19%	-19%	?	i	25%
Cc1cc(=O)oc2cc(OC(C)C(=O)NCc3ccccn3)ccc12 (configuration not stated)	-11%	-9%	-2%	1%	-16%	0%	17%	i	-1%
COc1ccc(CCC(=O)Nc2ccc(Cl)c(S(=O)(=O)N3CCCC3)c2)cc1	-3%	-9%	-24%	-2%	-87%[inhibitor]	-4%	10µM*	i	41%
CC(C)(C)Nc1nc(Oc2ccc(=O)[nH]n2)nc(N2CCOCC2)n1	-30%	-5%	0%	-2%	-4%	1%	3%	i	17%
CCn1c(=O)c(=O)[nH]c2c(=O)oc3ccc(S(=O)(=O)Nc4ccccc4)cc3c21	-5%	6%	6%	-11%	i	-8%	-13%	i	-3%
CCCCNC(=O)COC(=O)CCC(=O)c1ccc(F)cc1	14%	-4%	5%	1%	0%[57.5 µM]	0%	8%	i	-14%
Cc1ccc(-c2cnc(C(O)c3ccc(Cl)c(F)c3)[nH]2)cc1 (configuration not stated)	0%	11%	5%	/	i	2%	?	i	-12%
NNc1ccc(Cl)c(C(=O)O)c1	-4%	4%	6%	0%	-27%	0%	43%[activator]	i	4%
CC(C)CC(=O)N1CC(=O)Nc2ccc(F)cc2C1c1ccccc1 (configuration not stated)	9%&4%	1%&0%	0%	0%	-8%	-10%&-4%	-19%&-2%	i	0%&-3%
Cc1cnc2c(c1SCC(=O)NCc1ccccc1Cl)c(=O)n(C)c(=O)n2C	-20%	-11%	/	/	i	-13%	1%	/	1%
O=C(NCc1ccco1)C(Cc1ccccc1)N1C(=O)c2ccccc2C1=O (configuration not stated)	4%	12%	-4%	2%	i	8%	-6%	i	15%
COC(=O)c1cc(C(=O)CSc2nc(C)cc(C)n2)ccc1O	20%	-9%	0%	2%	i	16%	13%	i	2%
CC(=O)Nc1ccc2nc(SCCOc3cc(C)cc(C)c3)sc2c1	-5%	-9%	/	/	4%	14%	-28%	/	14%
CSCCC1NC2(C(=O)Nc3c2ccc(Cl)c3C)[C@@H]2C(=O)N(C3CCCC3)C(=O)[C@H]12 (some centres not stated)	-19%	13%	-1%	1%	-13%[57.5 µM]	0%	-3%	i	?
O=C(COC(=O)c1ccccc1OCc1ccc(Cl)cc1)NC1CC1	0%	0%	-3%	0%	-22%	-13%	-26%	i	1%
C#CCN(C(=O)c1cc(COc2ccc(C)c(C)c2)on1)C1CCCCC1	-4%	14%	-1%	0%	-32%[inhibitor]	-4%	10µM*	i	?
O=C(Cn1c(=O)oc2cc(S(=O)(=O)N3CCCC3)ccc21)Nc1cccc(C(F)(F)F)c1	5%	12%	-6%	1%	-18%[57.5 µM]	-9%	-6%	i	4%
CCN(C(=O)COC(=O)CSc1ccc([N+](=O)[O-])cc1)C1CCS(=O)(=O)C1 (configuration not stated)	27%	-5%	-10%	1%	27%	?	3%	i	28%
O=C(COc1ccc(Cl)cc1)N1CCN(c2cccc(C(F)(F)F)c2)CC1	?	1%	?	-1%	-9%	0%	?	i	47%
O=C1NC(=O)/C(=C/c2ccco2)N1	/	-11%	/	-4%	i	/	/	/	-13%
O=c1[nH]c(SCc2nc3ccccc3n2Cc2ccccc2)nc2ccccc12	3%	3%	-1%	-4%	-19%[57.5 µM]	-10%	4%	i	7%
Cc1ccc2nc(-c3cccc(Br)c3)c(Cc3ccccn3)n2c1	12%	-1%	9%	/	-4%	5%	-24%	i	2%
Fc1ccc(/C=C/c2nnc(-c3cccs3)o2)cc1	-3%	-6%	0%	-1%	0%	-8%	12%	i	7%
CC(=O)Nc1ccc(S(=O)(=O)N2CCC(C(=O)N[C@@H](C)C(=O)NC3CCCC3)CC2)cc1	-18%	8%	0%	1%	-12%	7%	1%	i	10%
CC1(C(=O)NS(=O)(=O)c2ccccc2Cl)CCN1C(=O)Cc1cccs1 (configuration not stated)	19%	7%	6%	/	i	-9%	13%	i	-20%
COCCCNC(=O)Cn1nc(N2CCN(c3ccccc3)CC2)ccc1=O	0%	-11%	/	/	11%	21%	10%	/	-5%
Cc1ccc(S(=O)(=O)N2CC=C(C(=O)NCCC(C)C)CC2)cc1	-8%	12%	1%	-5%	?	7%	?	i	3%
Cc1cc(Br)ccc1NC(=O)CSCc1c(C)noc1C	?	-4%	2%	-1%	-25%	14%	?	i	8%
CN(C(=O)COc1ccc(-c2nnco2)cc1)C1CCS(=O)(=O)C1 (configuration not stated)	-5%	-6%	3%	2%	-18%	9%	9%	i	4%
O=C(Cc1cccc(NC(=O)C2CCCN(C(=O)CCc3ccccc3)C2)c1)Nc1ccc(C(=O)N2CCCCC2)cc1 (configuration not stated)	-8%	-5%	-3%	/	-33%[inhibitor]	-3%	-16%	i	?
COC(=O)c1ccc(Cn2cnc3c(cnn3-c3ccc(Cl)cc3)c2=O)o1	?	8%	7%	1%	-32%[inhibitor]	1%	-11%	i	-5%
Cc1cccc(-c2nc(C)c(CCNC(=O)C(=O)Nc3c(C)cc(C)cc3C)s2)c1	13%	-10%	6%	/	-7%	-8%	-15%	/	-8%
CC(=O)c1ccc(NC(=O)/C(=C\c2ccc(F)cc2)NC(=O)c2ccco2)cc1	-2%	-7%	-1%	-3%	-4%	4%	13%	i	11%
N#C/C=C1\Sc2ccccc2C(=O)N1CC(=O)N1CCN(S(=O)(=O)c2ccccc2)CC1	20%	10%	-1%	-15%	-20%[57.5 µM]	-23%	19%	i	15%
CCCCNC(=O)CCn1nc(-c2ccccc2)c2ccccc2c1=O	2%	2%	1%	2%	-25%	-10%	0%	i	-3%
COCCNc1nc(N)c([N+](=O)[O-])c(Nc2ccc(F)cc2)n1	16%	5%	-2%	3%	i	2%	58%[activator]	i	6%
Cc1ccc(NC(=O)CC2S/C(=N/N=C/c3ccco3)NC2=O)cc1Cl (configuration not stated)	11%	3%	5%	-3%	i	-3%	-4%	i	1%
CSc1ccc(/C=C/C(=O)NC23CC4CC(CC(C4)C2)C3)cc1	27%	33%	-2%	-6%	-19%	6%	11µM*	i	6%
CN(C)CCN(C(=O)c1ccc(S(=O)(=O)N(C)c2ccccc2)cc1)c1nc2ccc(Cl)cc2s1	-19%	9%	12%	-1%	-17%	49%[activator]	?	i	16%
COC(=O)c1ccccc1NC(=O)c1cc(=O)c2ccc(C)c(C)c2o1	19%	-2%	/	/	i	-3%	0%	/	10%
O=C(Nc1ccc2ccccc2c1)/C(=C/c1cccc(Br)c1)NC(=O)c1ccco1	11%	-15%	-15%	?	i	0%	?	i	-1%
CCOC(=O)C1=C(C)NC(=S)NC1c1ccc(OC(=O)c2ccco2)cc1 (configuration not stated)	16%	-6%	1%	0%	-1%	-11%	14%	i	41%
CCOC(=O)C(=O)Nc1nc(-c2ccc3c(c2)CCN3C(=O)C2CC2)c(C)s1	13%	?	0%	-3%	17%	-15%	15%	i	24%
CCCc1cc(C(=O)Nc2nnc(C)s2)cs1	15%	5%	-5%	0%	-9%[57.5 µM]	-21%	-6%	i	27%

Compound profiles, from the list above.
Entry for C[C@H](C(=O)CC(=O)OC(C)(C)C)[C@H](O)c1ccc(C(F)(F)F)cc1 : TDP43 rescue = 26%; Abeta yeast res = 0%; aSyn rescue = 0%; Mm-Cpn inhibitor = 3%; PTHR1 agonist = -16%; HEK293 tox = -13%; GLP1R inv ag = -24%; pAkt inh = i; FUS yeast rescue = 7%
Entry for CSCCC1NC2(C(=O)Nc3c2ccc(Cl)c3C)[C@@H]2C(=O)N(C3CCCC3)C(=O)[C@H]12 (some centres not stated) : TDP43 rescue = -19%; Abeta yeast res = 13%; aSyn rescue = -1%; Mm-Cpn inhibitor = 1%; PTHR1 agonist = -13%[57.5 µM]; HEK293 tox = 0%; GLP1R inv ag = -3%; pAkt inh = i; FUS yeast rescue = ?

Assay outcomes from PubChem BioAssay.
